Source: PubChem (Fisher Drug Discovery Resource Center)
NPYLR7 agonist = agonists of mosquito NPYLR7 receptor, primary screen, cell-based, Aedes aegypti, calcium fluorescence, mosquito biting behavior; 270,000 compounds, 0.15% hits; Aedes aegypti neuropeptide Y-like receptor 7 (NPYLR7); HEK293T NPYLR7/Galpha15, GCaMP6s calcium fluorescence; activation, % at 10 µM; in the data active = activation above about 40%;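 also: 0% = vehicle and 100% = reference agonist at the receptor; some compounds past the cut are filed as inactive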
mcGAS inh = cyclic GMP-AMP synthase inhibitors, mouse, primary biochemical chemiluminescence. recombinant cGAS, Kinase-Glo ATP depletion luminescence. inhibition, % at 12.5 µM. 160,000 compounds, 0.15% hits;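 also: 0% = negative control wells and 100% = reference inhibitor with no enzyme activity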
hcGAS lum = Primary biochemical luminescence assay for human cyclic GMP-AMP synthase inhibitors; recombinant h-cGAS, ATP depletion, Kinase-Glo luminescence; inhibition, % at 12.5 µM; 290,000 compounds, 0.081% hits; AID 1259398, 2018;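 also: 0% = vehicle reaction and 100% = reaction without DNA for no activity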
Target sequence (Q8N884 whole entry, looked up): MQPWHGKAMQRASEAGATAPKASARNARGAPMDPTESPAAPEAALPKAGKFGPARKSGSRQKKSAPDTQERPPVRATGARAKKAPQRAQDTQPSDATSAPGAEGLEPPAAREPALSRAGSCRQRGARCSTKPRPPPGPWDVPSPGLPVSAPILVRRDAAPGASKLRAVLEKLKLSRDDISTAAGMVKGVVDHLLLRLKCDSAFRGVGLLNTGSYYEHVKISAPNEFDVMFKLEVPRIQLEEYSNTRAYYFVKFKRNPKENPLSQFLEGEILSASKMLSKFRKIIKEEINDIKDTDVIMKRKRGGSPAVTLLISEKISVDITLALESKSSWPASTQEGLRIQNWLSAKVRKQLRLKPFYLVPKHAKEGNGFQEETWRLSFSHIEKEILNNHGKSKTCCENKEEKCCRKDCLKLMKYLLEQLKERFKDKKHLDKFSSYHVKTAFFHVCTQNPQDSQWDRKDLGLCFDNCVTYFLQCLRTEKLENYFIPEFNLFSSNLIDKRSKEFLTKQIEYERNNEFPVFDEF
Numbers without * were called inactive; · = not tested or not shown; & = joins results of further samples. Rule as the data show it, unless noted: active = inhibition above about 40%; inactive = the rest. This is a random part of the collection (roughly 0.29% active in at least one column).

SMILES | NPYLR7 agonist | mcGAS inh | hcGAS lum
CN1CCc2cc(C(CNC(=O)NCc3cccs3)N3CCOCC3)ccc21 (centres undefined) | -8 | -3 | 3
O=S(=O)(c1ccc(SCCOc2ccc(F)cc2)nc1)N1CCCC1 | -2 | -1 | -1
Cc1ncsc1CCC(=O)N1CCOC(C(F)(F)F)C1 (centres undefined) | 5 | · | 4
CC(Oc1ccccc1C#N)C(=O)Nc1cccnc1N1CCCC1 (centres undefined) | 2 | -9 | -17
O=C1C2C3C=CC(O3)C2C(=O)N1c1ccccc1I (centres undefined) | 7 | -1 | 1
Cc1cc(N2CCCC(C)C2)c2nncn2n1 (centres undefined) | -2 | -7 | -3
CCc1nc2c(OCC3COc4ccccc4O3)cccn2c1N(C)C(=O)c1cccc(OC)c1 (centres undefined) | 15 | -4 | -7
CN(Cc1ccc(O)cc1)C(=O)NCc1ccc(Br)cc1 | 11 | · | -7
CCOC(=O)C1CCCN(Cn2c(=O)c3ccccc3n3nc(C)cc23)C1 (centres undefined) | 1 | · | 0
CC(C)C(NS(=O)(=O)c1ccccc1C#N)c1ccc2c(c1)OCCCO2 (centres undefined) | 1 | -9 | -5
O=C(O)c1ccc(=O)n(Cc2ccc(F)cc2)c1 | -3 | · | -2
CCCC1CCN(Cc2cn(C3CCN(S(=O)(=O)CC)CC3)nn2)C1 (centres undefined) | 15 | · | -10
O=S(=O)(Nc1ccc2c(c1)CCC2)c1cc(Br)ccc1Br | 9 | · | -11
CC1CCCC(NC(=O)CC23CC4CC(CC(Br)(C4)C2)C3)C1C (centres undefined) | 9 | · | -3
CC1CN(C(=O)CN2CCc3sccc3C2c2cccc(F)c2)CCN1C(=O)c1cccc(Br)c1 (centres undefined) | 7 | -7 | -5
CCOc1ccccc1C1c2[nH]c3ccccc3c2CCN1C(=O)c1cc(C)[nH]n1 (centres undefined) | 4 | · | -9
COCCN(C(=O)Nc1ccccc1C(F)(F)F)C(C)c1nc2ccccc2c(=O)n1-c1ccc(F)cc1 (centres undefined) | · | -6 | -14
Cc1ccc(C(=O)N2C(C(=O)NCc3ccco3)COC23CCN(C(=O)c2ccc4c(c2)OCO4)CC3)cc1 (centres undefined) | 1 | -2 | 3
CCc1c(C)nn(-c2ccc(C(=O)N3CCC(n4c(=O)[nH]c5ccccc54)CC3)cc2)c1C | -11 | -3 | -10
CCNC(=O)[C@@]1(OCc2cccc(Cl)c2)CC(OCc2cccc(F)c2F)[C@H](O)[C@H](O)C1 (some centres undefined) | 0 | -6 | -4
COc1ccc(CCN(C)c2cc(Cl)nc(SCc3ccc(C(=O)N4CCN(C(c5ccccc5)c5ccccc5)CC4)cc3)n2)cc1OC | -4 | 1 | 3
CCCCN1C(=O)C2(CCN(C(=O)CC(C)CC)CC2)Nc2ccccc21 (centres undefined) | -1 | -3 | -1
Cn1cccc1C(=O)N1CCCC(CCc2ccccc2C(F)(F)F)C1 (centres undefined) | 6 | · | -4
COc1ncccc1C(=O)N1CCCC(C(=O)c2cccc(OC(C)C)c2)C1 (centres undefined) | -2 | · | -2
CSCCNc1nc2nonc2nc1NCc1cccs1 | 5 | · | 5
CN=c1scc(-c2cccc(Cl)c2)n1N=C1CCc2ccccc21 | 6 | · | -5
CN(C)C(=O)c1ccc(-c2nnc(Nc3ccccc3)c3ccccc23)cc1 | -19 | · | -8
CCCCCOC(=O)C1=C(C)NC(=O)NC1c1ccc(Br)cc1 (centres undefined) | 0 | -5 | -6
Cc1cccnc1CC(C)Nc1cc(N2CCOCC2)nc(N)n1 (centres undefined) | 17 | · | -8
C=C(C)CNC(=O)c1ccc(-c2cccc(C(F)(F)F)c2)s1 | 10 | -7 | -6
CCOc1ccc(NCC(=O)NC2CC2)cc1S(=O)(=O)N1CCCC1 | 1 | -11 | -1
CCc1nc(N)sc1C(=O)N(CC)Cc1ccccc1F | 9 | · | -5
Cc1nn(-c2ccccc2)c2[nH]cc(C(=O)NCc3cccnc3)c(=O)c12 | 0 | -8 | -4
CCc1nc(N[C@H]2CN(CCCO)C[C@@H]2C2CC2)ncc1C | · | 0 | 0
COc1ccccc1-n1cc(CN2CCCC(CO)(Cc3cccc(Cl)c3)C2)cn1 (centres undefined) | 2 | · | -8
O=S(=O)(c1ccc(CN2CCOC(C(F)(F)F)C2)cc1)N1CCOCC1 (centres undefined) | 10 | -16 | -6
O=c1ccc(-c2ccc(Cl)cc2)nn1CCNS(=O)(=O)c1ccc(F)cc1 | 0 | -8 | -4
COc1ccc(C(=O)NCCc2csc3nc(-c4ccccc4)nn23)cc1 | 1 | -6 | 1
CCN1CCN(C(=O)CC(c2ccc(C)cc2)c2cn(CC)c3ccccc23)CC1 (centres undefined) | · | -6 | -6
CC(C)(C)C(=O)Nc1c2c(nn1CC(=O)NCc1ccccc1)CSC2 | -6 | 0 | 9

No new results follow: an excerpt of the list.
SMILES | NPYLR7 agonist | mcGAS inh | hcGAS lum
COc1ccccc1-n1cc(CN2CCCC(CO)(Cc3cccc(Cl)c3)C2)cn1 (centres undefined) | 2 | · | -8
O=S(=O)(c1ccc(CN2CCOC(C(F)(F)F)C2)cc1)N1CCOCC1 (centres undefined) | 10 | -16 | -6

Further entries follow:
SMILES | NPYLR7 agonist | mcGAS inh | hcGAS lum
CC12CCC(CC1=NN=Cc1ccccc1OC(F)F)C2(C)C (centres undefined) | -3 | · | -7
CN1C(=O)NC(c2ccccc2Cl)C2=C1CN(CCC(=O)NCCOc1ccccc1)C2=O (centres undefined) | -2 | -3 | -2
Cc1nn(C)cc1-c1ccnc(N(C)Cc2ccsc2)n1 | 7 | · | -12
CN(Cc1ccc2nonc2c1)Cc1nc(Cc2ccccc2Cl)no1 | 16 | -9 | -4
O=S(=O)(NCc1ccc2c(c1)OCO2)c1cccs1 | 0&3 | -3 | 2&0
CCNC(=O)OC1CN(S(=O)(=O)c2cccs2)CCC(=O)N(C)c2ccccc21 (centres undefined) | 4 | 1 | 6
Cc1cccc(-c2cnc(C)nc2C2CCCN(C(=O)c3cc4cc(C)ccc4[nH]3)C2)c1 (centres undefined) | 13 | -8 | -6
Cc1ccc(N(CN2C(=O)c3ccccc3C2=O)C(=O)C(F)(F)F)cc1 | 13 | · | -4
CC(C)Oc1ccc(Cc2cnc(=S)[nH]c2N)cc1 | 2 | -7 | -7
CCCNC(=O)CCNC(=O)OCc1ccccc1 | 12 | -8 | -7
COc1cccc(CN2C(=O)C3(NCCS3)c3cc(C)ccc32)c1 (centres undefined) | 23 | · | 2
CCN(Cc1cc2ccc(OC)cc2[nH]c1=O)Cc1nccn1C | 6 | · | -5
CCN(CC(=O)NC(C)C)C(=O)c1cc2c(s1)CCC(C)C2 (centres undefined) | -4 | 0 | 3
Cc1cc(/C=C(/C#N)S(C)(=O)=O)cc(C)c1OC(F)F | 2 | · | -12
COC(=O)CN1CCC(C)C(n2ccnc2)C1 (centres undefined) | 13 | · | -12
COc1ccc(OC)c(-c2ccc(N3CCN(C(=O)C(F)(F)F)CC3)nn2)c1 | · | -9 | -7
O=C(NCC1CCCC1)n1ccnc1 | 9 | · | -11
O=C1OC(/C=C/c2ccc(Cl)cc2)=NC/1=C/c1ccccc1[N+](=O)[O-] | -14 | 3 | 1
CC(=O)N1C(=O)/C(=C2\SC(=S)N(NC(=O)c3ccc(O)cc3)C2=O)c2ccccc21 | 3 | 1 | 1
C=CCN(Cc1nccn1Cc1ccccc1F)C(=O)c1cccc(OC)c1 | 24 | -4 | -6
O=C(NCc1ccccc1OC(F)F)N1CCc2ccccc2C1 | 0 | -9 | -16
Cc1ccc(N2C(=O)C3C(c4ccc(Cl)cc4)OC4(C(=O)c5ccccc5C4=O)C3C2=O)cc1 (centres undefined) | -6 | -5 | -5
COc1ccc(-c2ncc(C(=O)NC3CCC(CO)CC3)s2)cc1 (centres undefined) | 11 | · | -6
O=C(O)c1c(F)c(F)c(F)c(F)c1C(=O)O | 12 | -3 | -2
Cc1ccccc1NC(=O)CSc1nc2c(-c3ccccc3)c[nH]c2c(=O)n1C1CC1 | -1 | -8 | -5
COc1ccc(CNC(=O)N2CCc3nc(Nc4cc(C)cc(C)c4)ncc3C2)cc1 | -2 | -2 | -4
O=C(Nc1ncc(Br)s1)C12CC3CC(C1)CC(n1cnc([N+](=O)[O-])n1)(C3)C2 | -4 | · | 3
CCOC(=O)C1CCCN(C(=O)CC(c2cccc(Cl)c2)c2cn(CC)c3ccccc23)C1 (centres undefined) | · | -4 | -5
O=C1OC(c2cccc(Br)c2)=NC1=Cc1ccc(N2CCOCC2)cc1 | 0 | · | -7
CN1CCN(c2ncc(C(=O)NCCC(F)(F)F)s2)C1=O | 1 | · | -10
CCc1nc(CN2CCC(Oc3ccccc3C(=O)N3CCCCC3)CC2)c(C)[nH]1 | 10 | · | -4
Cc1ccc(-c2n[nH]c(Cc3ccccc3)n2)cc1N1CCNC1=O | -5 | -6 | 0
COc1ccc(OC)c(NC(=O)CN(Cc2ccc(F)cc2)C2CCCCC2)c1 | -2 | · | -7
COc1ccc2nc(-c3ccc(NS(=O)(=O)c4ccc(F)c(C)c4)cc3)cn2n1 | -6 | -9 | -8
Cc1cccn2c(=O)c3cc(C(=O)NC4CCCCC4C)n(C)c3nc12 (centres undefined) | -2 | · | -2
Cc1nc2ncnn2c(N2CCN(C(=O)c3ccccc3C(F)(F)F)CC2)c1Cc1ccccc1 | · | -5 | -1
c1ncn(C2CCN(CC3CCCOC3)CC2)n1 (centres undefined) | 1 | · | -3
COc1cccc(C(=O)Nc2c3c(nn2-c2ccc(C)cc2C)CS(=O)(=O)C3)c1OC | -2 | · | -2
Cc1ccc(-n2ncc3c(C4CC4)nn(CC(=O)Nc4cc(C)on4)c(=O)c32)c(C)c1 | 6 | · | -4
Cc1ccc(OCc2nnc(NC(=O)c3ccco3)s2)cc1 | -6 | 2 | -1
c1ccc(Cc2cn[nH]c2C2CCN(Cc3cccnc3)CC2)cc1 | 0 | · | 2
Cc1cc(OC(C)C)ccc1NC(=O)c1ccc(N2NC(=O)CCC2=O)cc1 | 8 | · | -9
Cc1nc(C)c(Cc2ccccc2Cl)c(N2CCN(S(=O)(=O)c3ccc(Br)cc3)CC2)n1 | 1 | -5 | -11

Some of the entries above in another layout.
SMILES	NPYLR7 agonist	mcGAS inh	hcGAS lum
C=CCN(Cc1nccn1Cc1ccccc1F)C(=O)c1cccc(OC)c1	24	-4	-6
O=C(NCc1ccccc1OC(F)F)N1CCc2ccccc2C1	0	-9	-16
Cc1ccc(N2C(=O)C3C(c4ccc(Cl)cc4)OC4(C(=O)c5ccccc5C4=O)C3C2=O)cc1 (centres undefined)	-6	-5	-5
COc1ccc(-c2ncc(C(=O)NC3CCC(CO)CC3)s2)cc1 (centres undefined)	11	·	-6
O=C(O)c1c(F)c(F)c(F)c(F)c1C(=O)O	12	-3	-2
Cc1ccccc1NC(=O)CSc1nc2c(-c3ccccc3)c[nH]c2c(=O)n1C1CC1	-1	-8	-5
COc1ccc(CNC(=O)N2CCc3nc(Nc4cc(C)cc(C)c4)ncc3C2)cc1	-2	-2	-4
O=C(Nc1ncc(Br)s1)C12CC3CC(C1)CC(n1cnc([N+](=O)[O-])n1)(C3)C2	-4	·	3
CCOC(=O)C1CCCN(C(=O)CC(c2cccc(Cl)c2)c2cn(CC)c3ccccc23)C1 (centres undefined)	·	-4	-5
O=C1OC(c2cccc(Br)c2)=NC1=Cc1ccc(N2CCOCC2)cc1	0	·	-7
CN1CCN(c2ncc(C(=O)NCCC(F)(F)F)s2)C1=O	1	·	-10
CCc1nc(CN2CCC(Oc3ccccc3C(=O)N3CCCCC3)CC2)c(C)[nH]1	10	·	-4
Cc1ccc(-c2n[nH]c(Cc3ccccc3)n2)cc1N1CCNC1=O	-5	-6	0
COc1ccc(OC)c(NC(=O)CN(Cc2ccc(F)cc2)C2CCCCC2)c1	-2	·	-7
COc1ccc2nc(-c3ccc(NS(=O)(=O)c4ccc(F)c(C)c4)cc3)cn2n1	-6	-9	-8
Cc1cccn2c(=O)c3cc(C(=O)NC4CCCCC4C)n(C)c3nc12 (centres undefined)	-2	·	-2
Cc1nc2ncnn2c(N2CCN(C(=O)c3ccccc3C(F)(F)F)CC2)c1Cc1ccccc1	·	-5	-1
c1ncn(C2CCN(CC3CCCOC3)CC2)n1 (centres undefined)	1	·	-3
COc1cccc(C(=O)Nc2c3c(nn2-c2ccc(C)cc2C)CS(=O)(=O)C3)c1OC	-2	·	-2
Cc1ccc(-n2ncc3c(C4CC4)nn(CC(=O)Nc4cc(C)on4)c(=O)c32)c(C)c1	6	·	-4
Cc1ccc(OCc2nnc(NC(=O)c3ccco3)s2)cc1	-6	2	-1
